LANA DNA inh: inhibitors of KSHV LANA C-terminal domain DNA binding; MBP-C-LANA/FAM-LBS DNA binding, fluorescence polarization; inhibition, % at 9 µM; 340,000 compounds, 0.078% hits;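 active means highest replicate inhibition at or above 60% at 9 µM, even if other replicates fall short; inactive means all replicates below 60% inhibition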;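 further: 0% = neutral control wells and 100% = 4 µM acridine orange control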
PKA-R2B activ: PKA-R2B complex activation; P22694+P31323; PKA-R2B holoenzyme dissociation, Cy5-IP20 fluorescence polarization; R2B truncated from residue 108, S112A mutant; 0% DMSO only, 100% 113 µM cGMP; activation, % at 11.4 µM; 340,000 compounds, 0.079% hits;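 active means activation above a cutoff set at the mean over all compounds plus 3 SD, cut at about 18% in these data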;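 further: higher means more holoenzyme dissociation and a rise in polarization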
Target sequence (P31323 whole entry, looked up, other chains not shown, the tested form may be a part): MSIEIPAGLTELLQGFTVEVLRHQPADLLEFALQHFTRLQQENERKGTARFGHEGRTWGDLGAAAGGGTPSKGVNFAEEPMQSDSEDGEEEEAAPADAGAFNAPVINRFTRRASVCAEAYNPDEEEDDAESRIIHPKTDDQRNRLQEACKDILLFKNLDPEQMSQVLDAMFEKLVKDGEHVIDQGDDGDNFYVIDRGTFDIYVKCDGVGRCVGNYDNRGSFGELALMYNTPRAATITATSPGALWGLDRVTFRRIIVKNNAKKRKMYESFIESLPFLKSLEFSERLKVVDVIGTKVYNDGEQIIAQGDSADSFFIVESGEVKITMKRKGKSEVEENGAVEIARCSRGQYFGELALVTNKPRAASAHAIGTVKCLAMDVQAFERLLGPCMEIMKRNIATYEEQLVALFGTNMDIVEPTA
NSD2 inh: blocks human histone methyltransferase NSD2 | inhibition, % at 12.5 µM | NSD2 peptide methylation, AlphaScreen, 120 min | 310,000 compounds, 0.54% hits | O96028; in the data active means inhibition above about 50%
SR-BI uptake up: activators of SR-BI mediated HDL lipid uptake; CHO ldlA[mSR-BI] cells, DiI-HDL uptake fluorescence, 3 h; 100 = double the neutral-control signal; activation, % at 12.5 µM; 320,000 compounds, 0.096% hits;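 active means mean replicate activation of at least 60% and every replicate at or above 60%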;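 further: 0% = median plate neutral-control signal and 100% = twice that signal; values of inactives mirror those of a sister screen read the other way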
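Assay system: CHO ldlA[mSR-BI] cells, LDL receptor-null, SR-BI overexpressing; medium: Ham's F12 with 0.5% BSA, HEPES 25 mM, pH 7.4; also added: DiI-HDL 10 µg/mL; timing: 3 h uptake period with compound, 37 °C; signal: DiI fluorescence, bottom read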
DAGLB inhibitor: diacylglycerol lipase beta (human) inhibition; HEK293T DAGLB membrane lysate, EnzChek fluorogenic substrate; AID 504411; 340,000 compounds, 0.059% hits; Q8NCG7; inhibition, % at 5.17 µM; in the data active means inhibition above about 34%;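 further: 0% = enzyme with vehicle and 100% = wells lacking enzyme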
Keap1 Nrf2 FP: Keap1-Nrf2 (human) interaction inhibition | Q14145 | Keap1 Kelch-Nrf2 peptide fluorescence polarization, 1536-well | inhibition, % at 9.4 µM | 340,000 compounds, 0.15% hits; in the data active means inhibition above about 12%;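 further: human Keap1 Kelch domain with fluorescein labeled Nrf2 9mer peptide probe; 0% = neutral control wells and 100% = peptide positive control; higher means more block of Keap1 binding to Nrf2 peptide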
PvdQ inh: blocks Pseudomonas aeruginosa PvdQ acylase activity | inhibition, % at 10 µM | AID 488965 | purified PvdQ acylase, fluorescence plate reader | 340,000 compounds, 0.063% hits; in the data active means inhibition above about 30%, passing the limit was not always enough;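 further: 0% = vehicle neutral wells and 100% = reference inhibitor wells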
SR-BI DiI inh: mouse SR-BI HDL lipid transfer inhibition. 320,000 compounds, 0.96% hits. ldlA[mSR-BI] CHO cells, DiI-HDL uptake fluorescence, 3 h. inhibition, % at 12.5 µM;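 active means mean replicate inhibition of at least 70% and a set share of replicates each scoring 70 or more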;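 further: 0% = median of neutral control wells and 100% = median of positive control wells; values of inactives mirror those of a sister screen read the other way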
Target sequence (Q61009 whole entry, looked up): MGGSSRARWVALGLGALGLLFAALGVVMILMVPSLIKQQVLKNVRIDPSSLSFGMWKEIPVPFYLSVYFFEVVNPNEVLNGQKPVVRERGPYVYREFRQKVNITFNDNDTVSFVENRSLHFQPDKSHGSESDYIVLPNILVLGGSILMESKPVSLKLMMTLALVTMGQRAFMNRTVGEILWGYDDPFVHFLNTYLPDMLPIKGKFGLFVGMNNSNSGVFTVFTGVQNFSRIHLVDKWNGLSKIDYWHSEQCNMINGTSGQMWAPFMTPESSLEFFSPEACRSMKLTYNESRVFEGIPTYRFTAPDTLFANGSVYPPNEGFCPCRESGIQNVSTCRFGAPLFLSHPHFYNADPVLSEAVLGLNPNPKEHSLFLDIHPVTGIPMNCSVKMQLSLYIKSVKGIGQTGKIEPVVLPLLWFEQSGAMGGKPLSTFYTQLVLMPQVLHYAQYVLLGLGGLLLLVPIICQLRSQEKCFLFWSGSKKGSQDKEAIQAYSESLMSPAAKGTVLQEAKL
Arr AP2 block: blocks beta-arrestin peptide binding to AP2 adaptin. FITC-arrestin peptide / GST-AP2 beads, flow cytometry; AP2 beta2 appendage carries R879A mutation. inhibition, % at 10 µM. 340,000 compounds, 0.31% hits. AID 504490;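 active means inhibition above a set limit, near 3 SD of compounds lacking own fluorescence, cut at about 54% in these data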;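 further: plate controls were DMSO wells for no effect and 5 µM unlabelled arrestin peptide for full effect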
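Material – GST-tagged AP2 beta2-adaptin appendage (R879A) on 4 µm glutathione beads · Probe or stimulus – fluorescein-tagged arrestin peptide at 50 nM final · Timing – 12 min plus 1 h, RT · Detection – bead flow cytometry, FITC channel · Read-out basis – inhibition as reduced fluorescein signal on beads, percent · Medium – PBS plus Tween 20 (0.05%) and BSA (0.1%)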
RTF Ca sens inh: cardiac RTF calcium desensitization; P19429+P45379; IANBD-labeled cardiac RTF, Ca2+ fluorescence; inhibition, % at 7.15 µM; 340,000 compounds, 0.12% hits;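 active means inhibition above the mean inhibition of all tested compounds plus 3 SD, cut at about 17% in these data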;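 further: assay run at fixed EC70 calcium of 1.6 mM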
The depositor's hits bear a star; . = not tested or not shown.

SMILES	LANA DNA inh	PKA-R2B activ	NSD2 inh	SR-BI uptake up	DAGLB inhibitor	Keap1 Nrf2 FP	PvdQ inh	SR-BI DiI inh	Arr AP2 block	RTF Ca sens inh
CCS(=O)(=O)N1CCC(C(=O)Nc2cccc(C(C)=O)c2)CC1	-0.2	-4	4	3	-2	1	7	-3	26	7
O=C(CSc1nnnn1-c1ccc(F)cc1)Nc1nc2ccccc2s1	1.0	-1	.	13	-2	-4	-7	-13	15	7
COC(=O)COc1cccc2c(=O)n(CC(=O)NCCc3ccccc3)ccc12	0.2	-3	.	2	0	-3	-13	-2	0	-4
CCOC(=O)C(Cc1ccccc1)NC(=O)CCc1nnc2ccc(N3CCCC3)nn12 (centres undefined)	1.1	1	-3	11	1	3	-11	-11	-7	-3
O=C(Nc1ccnn1C1CCN(Cc2cc(Cl)ccc2O)CC1)c1cccnc1	-2.2	1	2	-9	0	2	-9	9	-4	-2
O=C(NC1CCCCC1)C1CCCN(S(=O)(=O)c2cccs2)C1 (centres undefined)	-0.7	2	1	12	0	-2	-14	-12	-8	2
CC1CCCC(NC(=O)COC(=O)COc2ccc(C#N)cc2)C1C (centres undefined)	0.8	3	0	-2	-1	-4	-5	2	20	-9
Cc1nnc2ccc(N3CCC4(CC3)OCCO4)nn12	-1.9	12	0	16	0	3	1	-16	8	0
COc1ccc(N2C(=O)CCC2(C#N)c2ccc(OC)cc2)cc1 (centres undefined)	-1.1	-2	4	53	0	-2	-9	-53	3	-3
CCNC(=S)N1CCN(CC)CC1	0.4	-6	2	10	4	-7	9	-10	-4	-6
N#Cc1ccc(OCC(=O)N/N=C2\CCc3ccccc32)cc1	1.8	7	10	2	2	-1	2	-2	28	-8
CC(O)(CS(=O)(=O)Cc1ccccc1)C(=O)Nc1ccc(C(F)(F)F)cc1 (centres undefined)	0.6	12	6	21	2	3	-3	-21	5	-4
CCCCn1c(=NC(=O)c2cccnc2)c(C(=O)OCC)cc2c(=O)n3ccccc3nc21	0.2	-8	22	32	0	-5	-9	-32	0	-2
c1n[nH]c(NCc2ccc3c(c2)OCO3)n1	1.5	6	-2	18	1	2	13	-18	17	-8
COc1ccc(/C=N/N(C)C2=NS(=O)(=O)c3ccccc32)cc1	-0.2	-5	40	-5	-2	-3	-15	5	-20	-5
Cc1cc(Cl)ccc1OCCCC(=O)NNC(=O)c1ccncc1	-0.4	2	-1	6	-2	-6	5	-6	-2	-1
CCOc1ccc(S(=O)(=O)N2CCCC(C(=O)NC3CCCC3)C2)cc1 (centres undefined)	2.0	0	-2	10	0	-5	-7	-10	-3	-1
CCN(C(=O)CSc1nc(C)c(C)c(C)n1)C1CCS(=O)(=O)C1 (centres undefined)	-2.6	-1	.	0	-1	-7	6	0	12	0
Cn1cnc2nc[nH]c2c1=O	-0.7	3	.	-1	-3	0	-4	1	4	-6
O=C(CSc1nc(O)cc(=O)[nH]1)N1CCOCC1	2.1	0	-1	13	1	-5	-8	-13	-1	-1
Cc1cccc(NC(=O)c2cc([N+](=O)[O-])ccc2N2CCN(C)CC2)c1	-0.4	-1	6	-13	3	3	-5	13	12	-12
COc1cc(/C=N/N(C)C2=NS(=O)(=O)c3ccccc32)cc(OC)c1OC	0.3	1	-3	-26	5	1	-9	26	9	2
CCOc1ccc(-n2nc3cc(C)c(N)cc3n2)cc1	-0.5	-7	-1	0	1	1	-24	0	19	4
COc1ccc2sc(-c3ccc(S(C)(=O)=O)cc3)c(-c3ccc4c(c3)OCCO4)c2c1	2.2	2	.	-60	-5	-4	-15	60	12	6
Cc1cccc(NS(=O)(=O)c2ccc3nc(-c4ccccc4)[nH]c3c2)c1C	1.2	-8	1	-6	-1	-1	-1	6	26	6

Six of the entries above in order of the PKA-R2B activ value, rising:
mol	LANA DNA inh	PKA-R2B activ	NSD2 inh	SR-BI uptake up	DAGLB inhibitor	Keap1 Nrf2 FP	PvdQ inh	SR-BI DiI inh	Arr AP2 block
O=C(CSc1nnnn1-c1ccc(F)cc1)Nc1nc2ccccc2s1	1.0	-1	.	13	-2	-4	-7	-13	15
COc1ccc2sc(-c3ccc(S(C)(=O)=O)cc3)c(-c3ccc4c(c3)OCCO4)c2c1	2.2	2	.	-60	-5	-4	-15	60	12
CC1CCCC(NC(=O)COC(=O)COc2ccc(C#N)cc2)C1C (centres undefined)	0.8	3	0	-2	-1	-4	-5	2	20
c1n[nH]c(NCc2ccc3c(c2)OCO3)n1	1.5	6	-2	18	1	2	13	-18	17
N#Cc1ccc(OCC(=O)N/N=C2\CCc3ccccc32)cc1	1.8	7	10	2	2	-1	2	-2	28
CC(O)(CS(=O)(=O)Cc1ccccc1)C(=O)Nc1ccc(C(F)(F)F)cc1 (centres undefined)	0.6	12	6	21	2	3	-3	-21	5

Additional records follow.
SMILES	LANA DNA inh	PKA-R2B activ	NSD2 inh	SR-BI uptake up	DAGLB inhibitor	Keap1 Nrf2 FP	PvdQ inh	SR-BI DiI inh	Arr AP2 block	RTF Ca sens inh
COC(=O)c1ccc(C2/C(=C(/O)c3ccc(OC)cc3)C(=O)C(=O)N2Cc2ccco2)cc1 (centres undefined)	0.3	-7	2	8	2	-4	-5	-8	-5	-11
C#CCOCCOCCOCCNc1nc(N2CCN(C(=O)[C@H]([C@@H](C)CC)n3cc(CCC(=O)O)nn3)CC2)nc(N2CCN(C(=O)[C@H](C)n3cc(CCCN=C(N)N)nn3)CC2)n1	-1.5	-11	.	17	2	-5	-8	-17	3	8
COCCOC(=O)C1=C(N)Oc2c(oc(CO)cc2=O)C1c1ccccc1F (centres undefined)	1.0	-2	-1	10	-1	3	-1	-10	23	-4
O=C(Cn1c(=O)n(CCC(=O)N2CCc3ccccc3C2)c(=O)c2ccccc21)NCC1CCCO1 (centres undefined)	4.0	-6	-1	-13	0	-4	-2	12	4	0
COc1ccc(/C(=N/Nc2ncnc3ccccc23)C(=O)O)cc1	-1.9	4	1	16	-3	-4	6	-16	3	-1
COc1cc(/C=C2\C(=O)N(CCC#N)N=C2C)c(Br)cc1OC(C)C	-0.4	-2	-3	14	-7	-3	-17	-14	1	-1
NNC(=O)c1ccc(CN2C(=O)c3cccc4cccc2c34)cc1	1.3	-2	0	-55	-8	-2	-8	55	9	5
CC(=O)Nc1c2c(nn1-c1ccc(F)cc1)CSC2	1.0	12	-3	17	1	-8	-14	-17	0	-7
COc1ccc(C(C)C)cc1S(=O)(=O)Nc1ccc(Cl)cn1	-2.7	-3	-3	19	1	-5	-11	-19	3	-10
COc1ccc(/C(C)=N/NC(=O)CNC(=O)c2cccnc2)cc1	-0.3	-4	-4	-1	-2	2	-16	1	-5	-4
CCn1c(=O)c(CCC(=O)N2CCOCC2)c(C)c2c(C)nn(-c3ccccc3)c21	-0.8	-7	3	-20	-2	-1	-11	20	-2	1
CCOc1ccc(-c2ccc(SCC(=O)Nc3nnc(C)s3)nn2)cc1	-1.7	-5	-1	16	3	-3	-15	-16	-8	-5
Cc1nn(-c2ccccc2)c(C)c1C(=O)OCC(N)=O	-2.1	-3	-1	0	0	-8	-17	0	13	4
Cc1n[nH]c(=O)c2c1nnn2Cc1ccc(F)cc1	0.1	-14	1	-10	0	-5	-15	10	-4	1
O=C1N[C@@H](Cc2cn(S(=O)(=O)c3ccccc3)c3ccccc23)C(=O)N[C@H]1Cc1ccccc1	-1.9	-12	.	1	-2	0	12	-1	8	-14
C[C@H](NC(=O)c1[nH]cnc1C(=O)Nc1ccc(CNC(=O)OC(C)(C)C)cc1)C(=O)OCc1ccccc1	1.4	-13	.	10	-1	1	-5	-10	13	-2
CCNS(=O)(=O)c1ccc(NC(=O)Cc2ccc(F)cc2)cc1	-0.2	0	-1	-14	-3	0	-6	14	2	-5
Cc1nn(C)c(C)c1NC(=O)c1ccc(S(=O)(=O)N(C)C)cc1	-1.7	-3	0	32	0	-3	0	-32	28	-15
COc1cc2c(cc1OC)C1=C(C#N)CC/C(=N\S(=O)(=O)c3ccccc3)N1CC2	-0.2	4	.	-9	-2	-6	-5	9	-4	-7

Random excerpt: four entries already listed
SMILES	LANA DNA inh	PKA-R2B activ	NSD2 inh	SR-BI uptake up	DAGLB inhibitor	Keap1 Nrf2 FP	PvdQ inh	SR-BI DiI inh	Arr AP2 block	RTF Ca sens inh
O=C1N[C@@H](Cc2cn(S(=O)(=O)c3ccccc3)c3ccccc23)C(=O)N[C@H]1Cc1ccccc1	-1.9	-12	.	1	-2	0	12	-1	8	-14
CCOc1ccc(-c2ccc(SCC(=O)Nc3nnc(C)s3)nn2)cc1	-1.7	-5	-1	16	3	-3	-15	-16	-8	-5
COCCOC(=O)C1=C(N)Oc2c(oc(CO)cc2=O)C1c1ccccc1F (centres undefined)	1.0	-2	-1	10	-1	3	-1	-10	23	-4
C#CCOCCOCCOCCNc1nc(N2CCN(C(=O)[C@H]([C@@H](C)CC)n3cc(CCC(=O)O)nn3)CC2)nc(N2CCN(C(=O)[C@H](C)n3cc(CCCN=C(N)N)nn3)CC2)n1	-1.5	-11	.	17	2	-5	-8	-17	3	8

Assay outcomes from PubChem BioAssay.
